PAX8 inh HTS = PAX8 transcriptional activity inhibition; RMG-I TPO-luciferase reporter, SteadyGlo, 24 h; inhibition, % at 12.6 µM; actives 1.2% (n = 360,000); AID 652154;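 active = mean replicate inhibition at least 60% with every replicate also reaching 60%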;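 also: luciferase light reporting Pax8 driven TPO promoter activity; plate controls were median of neutral control wells for no effect and mitoxantrone controls for full effect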
GSIS activator = primary screen for activators of insulin secretion dependent on glucose, INS-1E cells, GLuc reporter luminescence; INS-1E GLuc reporter insulin secretion, 2-3 h; activation, % at 16.6 µM; actives 0.61% (n = 370,000);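 active = lowest replicate activation of at least 40%, so every replicate reaches that level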;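 also: 0% = median of neutral control wells and 100% = median of IBMX positive control wells; some compounds called inactive have numbers as strong as hits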
ARNT TACC3 PPI = disrupts binding between human ARNT and TACC3; AID 623870; Q9Y6A5; actives 0.66% (n = 390,000); inhibition, % at 9.99 µM; AlphaScreen His-ARNT PAS-B/GST-TACC3 binding, luminescence; TACC3 fragment carries E629A point mutation;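 active = mean inhibition of replicates at least 50% and at least half of replicates each reaching 50%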;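 also: 0% = complete ARNT plus TACC3 wells and 100% = ARNT alone without TACC3; many hits fall short of the cut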
PGC1a acetyl inh = modulators of PGC1a acetylation | U2OS PGC1a acetylation, AlphaScreen anti-acetyl-lysine; with virally co-expressed GCN5 acetyltransferase | inhibition, % at 15.6 µM | actives 0.17% (n = 350,000);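 active = every replicate shows inhibition of at least 40%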;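 also: 0% = neutral control wells and 100% = positive control wells; some results beyond the cut were filed as inactive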
Cneo AK release = Cryptococcus neoformans lysis via adenylate kinase release. lysis activity, % at 15 µM. AID 651654. actives 0.2% (n = 360,000). C. neoformans lysis, adenylate kinase release luminescence, 4 h; normalised: neutral wells 0, clomiphene wells 100;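 active = mean lysis activity across replicates of at least 80%, whatever share of replicates individually reach that level; inactive = mean lysis activity below 80%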
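Assay system: Cryptococcus neoformans yeast cells / Dosing: single-point compound dose / Timing: 4 h at 37 °C static, read 1 h later / Measured by: luminescence of released adenylate kinase using an AK detection reagent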
PglD inh = PglD (C. jejuni) enzyme inhibition; inhibition, % at 12.5 µM; actives 0.098% (n = 360,000); purified PglD enzyme, DTNB colorimetric CoA detection; in the data active = inhibition above about 16%, passing the limit was not always enough; also: strong numbers were not always called active
LGR2 antag = blocks bursicon-induced cAMP signaling via Drosophila LGR2; AID 720647; inhibition, % at 9.99 µM; HEK293 LGR2, CRE-luciferase, bursicon-stimulated, 4 h; actives 0.35% (n = 380,000);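 active = drop in luminescence signal, shown as inhibition above about 50% in the replicate tests, limit read from the data, passing the limit was not always enough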;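 also: agonist challenge used bursicon conditioned medium at about half maximal strength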
C2C12 statin = suppressors of simvastatin-induced myotoxicity in C2C12 myotubes; rescue of ATP level, % at 7.49 µM; actives 0.78% (n = 330,000); ATP luminescence, 48 h; scaled: DMSO 0, geranylgeraniol control 100; AID 602340;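 active = mean ATP rescue above about 67%, or every replicate alone reaching that limit, limit read from the data, passing the limit was not always enough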;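 also: myotubes were challenged with 10 µM simvastatin during compound exposure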
An asterisk follows results filed as active; . = not tested or not shown.

SMILES	PAX8 inh HTS	GSIS activator	ARNT TACC3 PPI	PGC1a acetyl inh	Cneo AK release	PglD inh	LGR2 antag	C2C12 statin
O=C(Nc1ccccc1)/C(=C/c1ccccc1)c1ccccc1	.	.	-4.9	-9.6	-6.3	5.5	.	-2.9
Cc1c(C(=O)NNC(=O)c2csc(N3CCOCC3)n2)oc2ccc(Br)cc12	-21.3	-14.2	.	.	-0.6	5.1	-2.4	-3.1
COc1ccccc1C(=O)C(O)c1ccccc1OC (stereo unspecified)	.	.	-0.1	-6.4	1.1	-4.9	.	2.2
C/C(=C\C(=O)c1ccc(Cl)cc1Cl)N(C)C	-8.1	5.8	-1.8	-7.0	.	.	-8.0	.
O=C(O)CCc1ccc(-c2cccs2)n1NC(=O)c1ccco1	.	3.3	-5.5	0.5	-0.8	-5.9	-3.7	.
O=C(Nc1ccc2c(c1)OCCO2)C(c1cc2ccccc2o1)N1CCC(Cc2ccccc2)CC1 (stereo unspecified)	-84.5	5.7	.	-13.4	-2.1	1.9	13.6	4.2
COc1ccc(C(=O)NCCc2cc3ccc(C)c(C)c3[nH]c2=O)cc1OC	-11.8	1.8	-2.2	6.1	.	.	-8.6	.
Cc1ccc(S(=O)(=O)NNC(=O)c2cccc(O)c2)cc1	-22.3	8.1	-22.6	-26.0	.	.	-9.3	5.3
COc1ccc(CNS(=O)(=O)c2ccc3c(c2)N(C(C)=O)CCO3)cc1	-2.1	.	-13.7	-2.5	8.8	-0.1	-11.8	-6.3
C[C@@H]1CN([C@@H](C)CO)C(=O)c2cccc(NC(=O)Nc3ccccc3)c2O[C@H]1CN(C)C(=O)Nc1ccccc1	-14.6	8.4	-8.4	-7.6	-4.4	0.3	-2.5	29.1
O=C(Nc1ccc(Cl)c(Cl)c1)N[C@@H]1CC[C@H](CCNC(=O)c2ccc(F)cc2)O[C@H]1CO	4.5	-41.8	-3.8	6.6	11.0	2.1	-6.3	-3.4
NC(=O)c1ccc(NC(=O)c2cncn2-c2ccccc2)cc1	-24.0	11.9	-4.5	.	4.9	-0.6	-8.0	1.9
C=CCOc1ccc(CNc2nccs2)cc1OC	.	.	6.6	9.2	3.8	-2.8	.	8.4
COc1ccc(CC(=O)N2CCN(S(=O)(=O)c3cc(Cl)ccc3Cl)CC2)cc1	-8.8	-12.0	.	3.2	-1.0	2.4	-2.1	4.9
COc1ccc([N+](=O)[O-])cc1NC(=O)COC(=O)Cn1cnc2ccccc2c1=O	4.1	-11.3	-4.2	1.3	1.6	0.5	-19.3	-2.3
CN(C)S(=O)(=O)c1ccc(NC(=O)N2CCN(c3ccccc3)CC2)cc1	.	.	-2.5	-3.9	0.8	-2.4	.	27.8
CCCCc1cc(=O)oc2cc(OCC(=O)NCc3ccccn3)ccc12	10.8	7.5	8.4	.	5.6	-3.1	-11.6	8.5
CC(C)(C)C(=O)C[n+]1ccc(C(N)=O)cc1	5.3	.	-7.0	.	-5.5	-0.6	-4.7	4.5
c1ccc(-c2csc3ncnc(-n4cnc5ccccc54)c23)cc1	.	.	-5.6	13.1	0.9	-4.3	.	-18.3
Cc1[nH]c2c(Br)cccc2c1[C@H]1[C@@H](CC#N)C1(C)C	0.7	.	-1.1	-3.1	0.8	7.4	.	-23.5
CCOc1ccc(/C=C(/NC(=O)c2ccc(Cl)cc2)C(=O)O)cc1OCC	-9.7	0.8	-15.0	.	.	.	-2.6	.
COc1cccc(CNC(=O)C[C@H]2C=C[C@H](NS(=O)(=O)c3ccccc3OC)[C@H](CO)O2)c1	1.3	5.1	3.3	-2.2	-3.1	1.7	22.0	-3.3
Cc1ncc([N+](=O)[O-])n1CC(=O)Nc1cccc(C(F)(F)F)c1	7.6	6.5	0.8	-1.3	-1.7	-4.4	6.4	-1.4
C/C(=N\NC(=O)c1cccc(S(=O)(=O)N2CCCCC2)c1)c1ccc(C)o1	17.4	-14.6	-10.0	-16.5	.	.	3.5	.
COc1cccc(-n2nc(C#N)c(Cl)cc2=O)c1	98.2*	28.4	4.0	4.8	.	.	102.8*	.
O=C(COC(=O)CCC(=O)c1ccc(F)cc1)Nc1ccc(F)cc1F	3.9	2.4	-3.2	4.3	.	.	.	.
Cc1ccc(-n2c(SCC(=O)NCC3CCCO3)nnc2-c2ccoc2C)cc1 (stereo unspecified)	-3.1	.	4.4	37.9	1.7	2.4	.	.
O=C(NC(=S)Nc1cc(Cl)ccc1Cl)c1ccco1	-19.1	-2.4	.	-3.3	-1.0	-1.8	-42.7	5.8
O=C(Cc1ccncc1)NCC[C@@H]1CC[C@H](NC(=O)Nc2cccc(F)c2)[C@@H](CO)O1	-2.1	2.8	-11.1	-5.2	0.0	1.7	-10.0	0.8
CN(C)CCCn1c2c(c(SCC(=O)Nc3cccc4ccccc34)nc1=O)CCC2	11.0	-4.1	-2.5	.	0.8	-5.5	-8.0	14.5
Cc1cc(OC(=O)c2ccccc2Cl)c([N+](=O)[O-])c(=O)[nH]1	-12.7	-0.7	2.4	-8.5	-1.2	-4.1	9.8	.
CNC(=O)C(C)Sc1ccc(S(=O)(=O)N2CCOCC2)cn1 (stereo unspecified)	-2.2	.	-13.1	5.1	3.2	0.6	0.7	9.5
O=C(c1ccc2c(c1)OCO2)C1CCCN(Cc2cccn2-c2cccnc2)C1 (stereo unspecified)	6.3	1.6	1.3	.	.	.	2.1	.
CCCC(=O)Nc1sc2c(c1C(=O)OCC)CC(C)(C)OC2	13.0	13.2	1.9	5.9	0.9	2.8	.	-3.6
C#CCOCCOCCOCCNc1nc(N2CCOCC2)nc(N2CCN(C(=O)[C@H]([C@@H](C)CC)n3cc(CCCCN)nn3)CC2)n1	13.8	.	-1.9	.	-1.7	-5.0	.	16.5
CN1CCN(C(=O)c2cnn(-c3ccccc3)c2NC(=O)c2ccccc2Cl)CC1	4.4	10.8	-3.2	.	0.1	-3.9	17.2	5.7
CC1Sc2n(c3ccccc3[n+]2C)N=C1c1ccccc1 (stereo unspecified)	67.6*	-16.2	-3.1	.	.	.	-1.2	.
Cc1ccc(S(=O)(=O)Nc2ccc3c(c2)C(=O)N([C@H](C)CO)C[C@H](C)[C@@H](CN(C)C(=O)NC(C)C)OCCCC[C@H](C)O3)cc1	2.9	-9.8	-7.8	.	0.6	4.7	-1.3	.
Cc1c(C(=O)NC2CCCC2)oc2ccccc12	-45.8	2.5	-0.5	-2.4	1.5	0.9	-14.8	-1.7
O=C(NS(=O)(=O)Nc1ccc(Br)cn1)c1c[nH]c2ccccc12	9.6	3.8	-5.5	.	-3.9	2.7	15.4	-4.6
COc1ccc(NC(=S)Nc2ccc3nsnc3c2)cc1	-3.4	-23.0	1.9	-0.5	-6.6	-0.2	-47.1	.
CN(CC/C=C1/c2ccccc2CSc2ccccc21)CCCO	12.5	-11.8	10.5	-5.3	4.5	1.0	-4.1	.
Cc1ccc(S(=O)(=O)N2CC(C(=O)O)=CC[C@H]2c2ccc3c(c2)OCO3)cc1	-4.8	1.7	-1.7	.	-0.3	-1.6	-21.6	-3.5
CCN(CC)S(=O)(=O)N1CCC(C(=O)NC(C)CCc2ccccc2)CC1 (stereo unspecified)	.	-13.9	-4.2	-6.3	-4.5	-2.2	7.3	-1.9
COc1nc(C)nc2c1ccc1ccccc12	.	.	7.8	28.0	0.8	-3.7	.	-5.6
CCN1CCN(Cc2ccc(OCc3ccccc3)cc2)CC1	.	18.7	-2.6	-4.2	-1.8	-1.5	33.3	-19.4
O=C(NCc1cc(C(F)(F)F)cc(C(F)(F)F)c1)C1CC(c2cccc([N+](=O)[O-])c2)=NO1 (stereo unspecified)	3.5	-34.4	-6.2	-2.9	2.1	-3.0	-1.7	-25.7
O=C(O)c1cc2c(ccc3ccccc32)oc1=O	-3.2	.	-74.1	-6.5	-0.2	-5.7	.	5.5
CCOC(=O)C1=C(c2ccccc2)NC(=O)NC1c1cc(OCC)c(O)c([N+](=O)[O-])c1 (stereo unspecified)	32.1	-1.3	5.6	17.8	1.6	-6.7	14.2	11.8
C[C@@H]1CN([C@H](C)CO)C(=O)c2cc(NS(=O)(=O)c3cccs3)ccc2O[C@@H](C)CCCCO[C@@H]1CN(C)C(=O)NC1CCCCC1	0.3	-19.1	-4.7	-0.8	54.0	-1.4	-9.8	-32.1

Laid out differently: results already given
Results follow in this order: PAX8 inh HTS | GSIS activator | ARNT TACC3 PPI | PGC1a acetyl inh | Cneo AK release | PglD inh | LGR2 antag | C2C12 statin
CN(CC/C=C1/c2ccccc2CSc2ccccc21)CCCO
→ 12.5 | -11.8 | 10.5 | -5.3 | 4.5 | 1.0 | -4.1 | .
Cc1ccc(S(=O)(=O)N2CC(C(=O)O)=CC[C@H]2c2ccc3c(c2)OCO3)cc1
→ -4.8 | 1.7 | -1.7 | . | -0.3 | -1.6 | -21.6 | -3.5

Remaining list, next part:
SMILES	PAX8 inh HTS	GSIS activator	ARNT TACC3 PPI	PGC1a acetyl inh	Cneo AK release	PglD inh	LGR2 antag	C2C12 statin
CN1C(=O)c2cc(NS(C)(=O)=O)ccc2OC[C@H]2O[C@@H](CC(=O)NCc3ccccc3)CC[C@H]21	0.0	10.5	-6.8	-3.7	1.3	-1.7	-3.9	11.8
C[C@@H]1CN([C@H](C)CO)S(=O)(=O)c2ccc(-c3ccc(F)cc3)cc2O[C@@H]1CN(C)CC1CC1	-8.6	12.4	8.5	-0.9	-2.5	-0.7	12.3	-10.4
COc1ccc(NC(=O)Nc2ccc3c(c2)CC(=O)N([C@H](C)CO)C[C@H](C)[C@H](CN(C)S(=O)(=O)c2ccc(Cl)cc2)O3)cc1	.	-8.8	.	2.2	.	.	17.3	-147.1
O=c1c2ccccc2n2c(-c3ccc(F)cc3)nnc2n1Cc1ccccc1	-16.5	21.1	-3.9	.	.	.	9.7	.
Cc1ccc(CNc2cc(-c3nn4c(C)nnc4s3)ccc2C)s1	.	-14.2	-4.3	-22.4	-0.7	4.5	-1.8	23.1
COc1cc2c(cc1OC)CN(C(=O)C1CCN(S(=O)(=O)c3ccccc3F)CC1)CC2	-1.8	3.3	3.7	.	1.4	-3.0	9.0	-4.3
O=C(O)Cc1sc(-c2ccccc2)nc1-c1ccccc1	-1.2	.	7.8	10.5	-0.8	2.3	.	-1.2
N#C[C@@H]1[C@@H](c2ccc(C#Cc3ccccc3F)cc2)[C@H](CO)N1C(=O)C1CCCCC1	81.5*	24.3	22.3	-11.3	-1.8	4.8	-13.7	46.7
CC(C)C[C@H](NC(=O)c1[nH]cnc1C(=O)Nc1ccc(CNC(=O)OC(C)(C)C)cc1)C(=O)OC(C)(C)C	34.8	.	2.2	-11.5	-2.3	-2.3	22.4	21.9
CCCC(=O)Nc1ccc2c(c1)C(=O)N(C)C[C@H](OC)[C@H](C)CN(C(=O)CN(C)C)[C@H](C)CO2	.	4.6	6.7	6.7	-1.4	-1.2	-19.1	-1.3
CC(C)c1ccc(/C=c2\sc3nc(-c4ccncc4)nn3c2=O)cc1	.	-10.5	-2.9	.	-10.1	-1.4	-35.2	-9.2
O=C(C[C@@H]1CC[C@@H](NC(=O)CN2CCOCC2)[C@H](CO)O1)NCCc1ccccc1	-5.8	3.8	.	10.6	6.5	3.0	19.7	-4.7
Cc1cccc(NC(=S)N(CCCN(C)C)Cc2cc3cc4c(cc3[nH]c2=O)OCO4)c1	6.8	-14.6	17.1	6.2	.	.	11.8	1.2
CO[C@H]1CN(C)C(=O)c2cc(NC(C)=O)ccc2OC[C@@H](C)N(C(=O)c2ccccc2F)C[C@@H]1C	.	0.3	-5.7	7.8	4.4	-6.2	1.2	-4.3
Cc1nc2c3cnn(-c4ccccc4)c3ncn2n1	.	.	1.9	-6.0	-0.9	1.3	.	0.8

Reformatted with bars between the fields: entries from further up
compound | PAX8 inh HTS | GSIS activator | ARNT TACC3 PPI | PGC1a acetyl inh | Cneo AK release | PglD inh | LGR2 antag | C2C12 statin
C/C(=C\C(=O)c1ccc(Cl)cc1Cl)N(C)C | -8.1 | 5.8 | -1.8 | -7.0 | . | . | -8.0 | .
CCCC(=O)Nc1ccc2c(c1)C(=O)N(C)C[C@H](OC)[C@H](C)CN(C(=O)CN(C)C)[C@H](C)CO2 | . | 4.6 | 6.7 | 6.7 | -1.4 | -1.2 | -19.1 | -1.3
